HTT ATP protect – protects HTT-Q103 PC12 cells, measured by ATP; PC12 HTT-Q103 induced, cytoprotection, ATP luminescence, 40 h; Potency, µM (doses to about 56.4 µM), without a hit: cytoprotection (ATP increase), hits mostly activators; 230,000 compounds, 0.14% hits;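 note: % of control where 0% means no effect; nearly all actives have a fitted effect of over 45% in size; toxic huntingtin expression switched on by the ecdysone agonist tebufenozide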
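Compounds were screened for protection of PC12 cells against cell death after tebufenozide induction (100 nM final) of mutant Huntingtin exon 1 (Q103) fused to GFP.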
Tau fluor cs – counter-screen for tau fibril formation inhibitors; tau K18 P301L Alexa594 fluorescence, heparin fibrillization; Potency, µM (doses to about 57.7 µM), without a hit: at the highest dose activity change, negative = decrease; 280,000 compounds, 0.93% hits; AID 1463; note: % is set by controls: 0 for no effect and ±100 for the full control effect; nearly all actives have a fitted effect of over 55% in size
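Human tau K18 P301L (15 uM unlabeled, 0.24 uM Alexa 594-labeled) in 100 mM sodium acetate pH 7 with 20 uM heparin, 6 hr at 37 C. ThT 30 uM added, 1 hr ambient; Alexa 594 FP and total fluorescence read at 555/632 nm.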
Tau fibril ThT – tau fibrillization inhibition (ThT binding) | Potency, µM (series often up to 57.4 µM), for inactives: at the highest dose activity, negative = inhibition, usual class: inhibitors | AID 1460 | recombinant tau K18 P301L (four-repeat tau fragment), heparin-induced fibrillization, ThT fluorescence | 270,000 compounds, 2.1% hits; note: % is set by controls: 0 for no effect and ±100 for the full control effect; nearly all actives have a fitted effect of over 55% in size
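In this qHTS, human K18 P301L tau is incubated with compound and heparin for 6 hr at 37 C, and Thioflavin T fluorescence then reports fibril load.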
L3MBTL1 block – L3MBTL1 (human) inhibition. Q9Y468. AlphaScreen L3MBTL1–H3K9me1 peptide binding. Potency, µM (series often up to 57.1 µM), inactives show top-dose activity, negative = inhibition, actives largely listed as inhibitors. 230,000 compounds, 0.66% hits. AID 485360; note: % is set by controls: 0 for no effect and ±100 for the full control effect; nearly all actives have a fitted effect of over 60% in size
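Displacement of a biotinylated histone H3(1-15) peptide monomethylated at Lys9 (75 nM) from L3MBTL1 (50 nM) was measured by AlphaScreen after a 30 min room-temperature compound incubation; cefsulodin titration served as intraplate control.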
Tau fibril FP – tau fibrillization inhibition (FP) | K18 P301L tau heparin fibrillization, Alexa594 FP, 6 h | P10636 | 280,000 compounds, 0.39% hits | Potency, µM (titrated, usually from 57.7 µM), without a hit: at the highest dose activity, negative = inhibition, actives largely listed as inhibitors | AID 1468; note: % is set by controls: 0 for no effect and ±100 for the full control effect; nearly all actives have a fitted effect of over 55% in size
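Compound effects on tau fibrillization are measured by Alexa 594 fluorescence polarization (ex 555, em 632 nm). K18 P301L tau is used at 15 uM with 0.24 uM labeled tracer, and 20 uM heparin induces aggregation over 6 hr at 37 C.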
TRb SRC2 PPI – TRbeta-SRC2 interaction inhibition. P10828. TRbeta-SRC2 peptide binding, fluorescence polarization; receptor liganded with 1 µM T3. Potency, µM (top dose mostly 106 µM), for the others: at the highest dose activity change, negative = inhibition, actives largely listed as inhibitors. 280,000 compounds, 0.065% hits. AID 1469;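 note: plate controls were bound peptide for no effect and peptide without receptor for full effect; nearly all actives have a fitted effect of over 50% in size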
Target sequence (P10828 whole entry, looked up): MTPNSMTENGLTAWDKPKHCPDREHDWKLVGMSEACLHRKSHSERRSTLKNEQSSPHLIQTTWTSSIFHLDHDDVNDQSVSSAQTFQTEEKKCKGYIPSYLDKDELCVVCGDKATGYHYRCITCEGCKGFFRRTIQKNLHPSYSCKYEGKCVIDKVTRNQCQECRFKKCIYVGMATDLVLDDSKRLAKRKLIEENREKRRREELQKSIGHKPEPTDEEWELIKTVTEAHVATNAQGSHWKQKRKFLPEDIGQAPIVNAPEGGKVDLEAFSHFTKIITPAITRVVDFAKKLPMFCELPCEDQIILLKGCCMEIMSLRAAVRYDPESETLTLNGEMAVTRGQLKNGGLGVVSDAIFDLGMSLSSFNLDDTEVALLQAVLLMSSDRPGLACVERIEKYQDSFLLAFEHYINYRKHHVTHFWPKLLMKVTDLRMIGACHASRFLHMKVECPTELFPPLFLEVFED
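Polarization signal, normalized between peptide-alone and full complex controls, measured compound effects on T3-liganded human TRb LBD (0.6 uM) binding 20 nM Texas Red SRC2 peptide after 5 hr.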
RECQ1 inh – RECQ1 (human) helicase inhibition; 240,000 compounds, 0.54% hits; RECQ1 DNA unwinding, red fluorescence kinetic read; Potency, µM (titrated, usually from 57.3 µM), without a hit: top-dose activity, negative = inhibition, most hits filed as inhibitors; P46063;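 note: plate controls were vehicle for no effect and no enzyme for full effect; nearly all actives have a fitted effect of over 30% in size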
Target sequence (P46063 whole entry, looked up): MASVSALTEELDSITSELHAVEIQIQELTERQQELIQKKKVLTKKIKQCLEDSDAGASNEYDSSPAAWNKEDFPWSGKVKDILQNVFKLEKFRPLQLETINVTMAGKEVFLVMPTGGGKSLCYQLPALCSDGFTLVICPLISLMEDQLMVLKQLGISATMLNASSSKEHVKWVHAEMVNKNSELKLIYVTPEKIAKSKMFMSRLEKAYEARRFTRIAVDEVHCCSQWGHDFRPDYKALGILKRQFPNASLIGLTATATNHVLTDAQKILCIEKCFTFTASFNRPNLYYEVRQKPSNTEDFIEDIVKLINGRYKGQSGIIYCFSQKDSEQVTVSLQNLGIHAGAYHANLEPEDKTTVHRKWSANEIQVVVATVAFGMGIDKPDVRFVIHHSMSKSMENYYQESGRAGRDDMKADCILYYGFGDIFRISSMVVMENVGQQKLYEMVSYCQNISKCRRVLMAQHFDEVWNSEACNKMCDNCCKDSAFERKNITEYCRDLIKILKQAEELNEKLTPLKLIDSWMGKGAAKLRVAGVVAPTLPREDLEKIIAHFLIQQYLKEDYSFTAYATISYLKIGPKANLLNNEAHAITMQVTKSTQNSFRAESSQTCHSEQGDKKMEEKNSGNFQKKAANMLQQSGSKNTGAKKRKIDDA
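50 nM RECQ1T1 preincubated 15 min with compound in Tris pH 8.0 buffer with MgCl2, DTT, Tween-20 and 2.5 ug/ml poly(dI-dC); started with 200 nM TAMRA/BHQ-2 forked duplex and 2 mM ATP. Unwinding read as fluorescence (525/598 nm), two reads 2 h apart.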
TexasRed fluor – counter-screen for TRb-SRC2 inhibitors: fluorescence interference. TRb/SRC2 Texas Red total fluorescence interference. Potency, µM (series often up to 106 µM), for inactives: top-dose fluorescence change, negative = quenching. 280,000 compounds, 0.29% hits. AID 1479; active = well fitted curve in either direction with a large enough effect; inconclusive = small, poorly fitted or top-dose-only effect; note: % is set by controls: 0 for no effect and ±100 for the full control effect
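Human TRβ ligand-binding domain (0.6 uM) and Texas Red SRC2 peptide (20 nM) in Tris buffer with 1 uM T3 and 5% DMSO were incubated with pinned compound for 5 hr at ambient temperature. Total fluorescence was computed as S + 2P (555/632 nm).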
Active calls of the source: *; i = inactive; ? = inconclusive; · = not tested or not shown; & = joins results of further samples; [ ] = another dose, or the depositor's remark. Unless noted, calls come from the whole dose curve; as a rule, active = well fitted curve in the direction sought with a large enough effect; inconclusive = small, poorly fitted or top-dose-only effect, or another doubt; inactive = no such curve, though single readings can be large; an effect the other way counts as inactive or inconclusive. Potency is the fitted concentration of half-maximal effect.

Molecule,HTT ATP protect,Tau fluor cs,Tau fibril ThT,L3MBTL1 block,Tau fibril FP,TRb SRC2 PPI,RECQ1 inh,TexasRed fluor
Cc1cc(Cl)c2c(c1)[C@]1(C(=O)N2)[C@@H]2C(=O)N(Cc3ccccc3)C(=O)[C@@H]2[C@@H]2CCCN21,6%,-10%,?,-19%,11%,-2%,-4%,2%
N=c1c2c(ncn1CCN1CCOCC1)Oc1cc(O)ccc1C2c1ccccc1 (configuration not stated),13%[10 µM],-3%,1%,3%,-5%,-1%,-4%,-4%
COc1ccc(NC(=O)CSc2nnc(CNC(=O)COc3ccc(Cl)cc3)o2)c(OC)c1,-19%,-23%,-9%,-4%,11%,6%,16%,-1%
CC(C)(C)OC(=O)NC(CC(=O)OCc1ccccc1)C(=O)O (configuration not stated),14%[10 µM],-1%,0%,3%,-6%,-3%,-2%,-2%
CCCc1nc2ccccc2c(=O)n1/N=C/c1ccc(O)cc1,-3%,1%,6%,-1%,-3%,0%,-23%,-1%
CC(C(=O)Nc1ccc(S(=O)(=O)N2CCOCC2)cc1)N(c1ccccc1)S(C)(=O)=O (configuration not stated),-10%,-4%,-6%,·,1%,2%,i,-1%
CC(C)(C)C(=O)C1C(=O)c2ccccc2C1=O,-52%[inhibitor],·,·,·,·,-3%,5%,-1%
COc1ccc(-c2ccc(-c3noc(-c4cccc(OC)c4)n3)c(OC)n2)cc1,-30%[0.074 µM],-2%,-2%,-7%,3%,1%,0%,0%
COC(=O)C1=C(N)Oc2c(oc(CO)cc2=O)C1c1c(F)cccc1Cl (configuration not stated),-4%,-3%,-2%,·,-2%,-7%,-4%,-8%
CCOCCc1nnc(NC(=O)C(=O)c2cc(C)n(-c3cccc(Cl)c3)c2C)s1,·,-9%,2%,·,-4%,-2%,·,0%
Cc1ccc(C)n1-c1cc(S(=O)(=O)N2CCOCC2)ccc1N1CCCC1,4%[10 µM],3%,?,-12%,0%,-5%,-11%,5%
CCOC(=O)c1ccc(NC(=O)CCc2c(C)nc3cc(-c4ccc(OC)cc4OC)nn3c2C)cc1,·,-26%,-16%,·,-12%,0%,·,-2%

The listing continues:
Molecule,HTT ATP protect,Tau fluor cs,Tau fibril ThT,L3MBTL1 block,Tau fibril FP,TRb SRC2 PPI,RECQ1 inh,TexasRed fluor
COc1cccc(CS(=O)(=O)c2nnnn2CC(C)C)c1,?,3%,2%,·,7%,8%,i,0%
CCN(CC)c1ccc(N2C(=O)c3ccccc3C2=O)cc1,-11%,-7%,-9%,·,2%,-18%,-4%,-2%
Cc1c(C2=CCN(S(=O)(=O)c3ccc(Br)cc3)CC2)c2ccccc2n1C,14%[10 µM],-15%,-7%,-6%,5%,?,35µM*,28µM*[fluorescent]
CCCc1[nH]nc2c1C(c1ccc(Br)s1)C(C#N)=C(N)O2 (configuration not stated),-73%[inhibitor],?,?,·,6%,0%,-9%,0%
c1coc(-c2nnc3n2C2(CCCC2)Cc2ccccc2-3)c1,-5%[1.9 µM],-7%,-16%,6%,10%,0%,-4%,-2%
Cc1cc(Oc2ccc(Cl)cc2)nc(-c2ccccn2)n1,-6%[10 µM],7%,4%,-17%,4%,-1%,i,-1%
O=[N+]([O-])c1cccc(C(=Nc2ccccc2Cl)NO)c1,20%[10 µM],-16%,-8%,-9%,-1%,4%,-8%,-3%
O=C(c1ccc(Cl)cc1[N+](=O)[O-])N1CCc2ccccc2C1,5%[10 µM],-5%,-4%,-2%,10%,-5%,i,-5%
C=CCSC1=N/C(=C\c2ccc(C)o2)C(=O)S1,-4%,?,?,·,-10%,7%,-28%,1%
O=C1CC(c2ccccc2)Sc2ccccc2N1 (configuration not stated),-13%[10 µM],-6%,-9%,3%,4%,-17%,3%,-4%
Cc1[nH]c(=O)[nH]c(=O)c1S(=O)(=O)N1CCC(C(=O)N2CCN(c3cccc(C(F)(F)F)c3)CC2)CC1,4%[10 µM],3%,1%,-27%,-4%,10%,-4%,-1%
Cc1cc(NC(=O)CSc2nc(-c3ccco3)cc(C(F)(F)F)n2)no1,14%[10 µM],-3%,1%,-10%,1%,-15%,i,3%

Further results follow.
Molecule,HTT ATP protect,Tau fluor cs,Tau fibril ThT,L3MBTL1 block,Tau fibril FP,TRb SRC2 PPI,RECQ1 inh,TexasRed fluor
O=C(Nc1cccnc1)c1cc(-c2ccc(F)cc2)on1,-35%[inhibitor],-15%,-16%,·,-4%,-2%,0%,-6%
Cc1ccn2c(NC(=O)c3ccco3)c(-c3ccccc3)nc2c1,13%[1.9 µM],-2%,-11%,0%,-4%,-2%,i,0%
COC(=O)[C@@H]1C[C@H]1[C@@H](NC(=O)c1ccccc1)c1ccccc1,-3%,-7%&-8%,-10%&-1%,5%,-3%&-9%,15%&-1%,-8%&2%,-3%&-3%
CCN(CC)S(=O)(=O)c1cccc(-c2nnc(SCc3nc4ccccc4s3)o2)c1,-6%,?,-24%,·,-1%,2%,-28%,1%
COc1ccc(CNC(=O)C2CCN(S(=O)(=O)c3cccc(-c4noc(C)n4)c3)CC2)cc1,·,-11%,0%,·,-10%,-11%,·,0%
CCOC(=O)CSc1nc2cc3c(cc2cc1C#N)OCO3,-22%[10 µM],-19%,?,7%,7%,-3%,i,-1%
COc1cc(NC(=O)Nc2nnc(N3CCCCCC3)s2)cc(OC)c1,·,2%,1%,·,7%,-1%,·,1%
COC(=O)CCCn1c(-c2ccc(C)cc2)c(C)n2c3c(=O)n(C)c(=O)n(C)c3nc12,·,-6%,-12%,·,1%,-1%,·,-1%
COc1ccc(S(=O)(=O)N2CCN(CC(=O)Nc3ccc(F)c(F)c3)CC2)cc1,30%[10 µM],-10%,-4%,-3%,-6%,-4%,-6%,2%
CCOC(=O)c1c(S(=O)(=O)NCC(=O)N2CCN(c3ccccc3OC)CC2)c(C)n(C)c1C,·,5%,10%,·,4%,1%,·,3%
O=C(Nc1nnc(S(=O)(=O)N2CCOCC2)s1)c1ccccc1Cl,·,-17%,?,9%,3%,-5%,·,-4%
Cc1onc(-c2c(Cl)cccc2Cl)c1C(=O)O/N=C(\C#N)c1ccccc1,30%[10 µM],?,?,2%,-10%,-1%,0%,-2%

Going on with the list.
Molecule,HTT ATP protect,Tau fluor cs,Tau fibril ThT,L3MBTL1 block,Tau fibril FP,TRb SRC2 PPI,RECQ1 inh,TexasRed fluor
O=C(CSc1nc2ccccc2o1)N1CCN(C(=O)c2ccco2)CC1,-7%[10 µM],-5%,-15%,-2%,-5%,-6%,-1%,-4%
O=C(NCCc1ccccc1)C(=O)c1c(-c2ccccc2)[nH]c2ccccc12,·,?,-15%,-7%,-2%,3%,4%,-3%
COC(=O)[C@@H]1C[C@H]1[C@@H](NC(=O)c1cnccn1)c1ccccc1,-7%,-2%,2%,·,2%,4%,-2%,0%
O=C1c2cccc3cccc(c23)C(=O)N1c1nccs1,-14%,11%,-1%,0%,3%,-4%,-5%,-5%
CC(NC(=O)c1ccc2c(c1)N(Cc1cccc(F)c1)C(=O)c1ccccc1S2)c1ccccc1 (configuration not stated),·,-11%,-5%,·,-3%,-1%,·,-5%
CN(C(=O)CSc1nc2c(c(=O)[nH]1)CCCC2)C1CCCCC1,10%,1%,-4%,0%,3%,-26%,-15%,0%
Cn1c(=O)c(=O)n(C)c2cc(N3CCOCC3)c(NS(=O)(=O)c3ccc(Cl)cc3)cc21,·,2%,-5%,·,1%,-3%,·,1%
Cc1cccc(NCC(=O)N/N=C\c2cccc(Oc3ccccc3)c2)c1,1%[10 µM],?,?,-21%,?,21%,-9%,-2%
CN1CCN(NC(=O)c2ccc(Br)c(S(=O)(=O)N3CCOCC3)c2)CC1,?,3%,-3%,1%,-3%,3%,i,-3%
COC(=O)CCC(=O)OC1(C)C(=O)C=C2C=C(C3CC3)N(CCCCO)C=C2C1=O (configuration not stated),-18%&-4%[10 µM],-3%[11.6 µM],-6%[11.5 µM],·,4%[11.6 µM],10%[11.2 µM],15%[11.5 µM],-2%[11.2 µM]
CN=C(C)c1c(O)c2ccccc2oc1=O,5%,1%,?,·,7%,-9%,-1%,-1%
C=C1C(=O)[C@]23[C@H](O)[C@H]1CC[C@H]2[C@@]12COC3(O)[C@H](O)[C@@H]1C(C)(C)CC[C@@H]2O,·,-1%,-20%,·,-7%,-3%,-3%,0%

(next part)
Molecule,HTT ATP protect,Tau fluor cs,Tau fibril ThT,L3MBTL1 block,Tau fibril FP,TRb SRC2 PPI,RECQ1 inh,TexasRed fluor
Cc1ccc(NC(=S)NNc2ncc(C(F)(F)F)cc2Cl)c(C)c1,17%,-9%,-14%,·,-6%,-3%,-14%,-1%
CCN1N=C(C)C=C(c2ccccc2)n2c1nc1ccccc12,10%[10 µM],3%,8%,-4%,-9%,8%,-1%,-2%
CCOc1ccc(C(=O)CSCCC(=O)O)cc1,16%,-6%,?,·,-7%,3%,-2%,2%
COc1ccc(/C=N/n2cnnc2)cc1COc1ccccn1,5%[10 µM],-14%,-16%,-2%,2%,-5%,3%,5%
Cn1c(=O)oc2cc(S(=O)(=O)NCc3cccnc3)ccc21,10%[10 µM],-3%,·,·,5%,5%,26%,-1%
COc1ccc(C)cc1NC(=O)Cc1c(C(=O)O)c(C)cn1C,·,-3%,1%,·,5%,5%,·,1%
CCOC(=O)N1CCN(C(=O)CN(C)S(=O)(=O)c2ccc3c(c2)C(C)(C)C(=O)N3C)CC1,2%,-5%,1%,-1%,-8%,-10%,-8%,-2%
COc1ccc(-c2ccc(SCC(=O)NCc3ccco3)nn2)cc1OC,-8%,-15%,?,-2%,?,-4%,i,1%
Cn1c(=O)c2c(ncn2CCc2ccccc2)n(C)c1=O,-88%[inhibitor],8%,8%,-8%,1%,0%,i,0%
Cc1c(-c2n[nH]c(=S)n2-c2ccc(Br)cc2)nnn1-c1ccc(Cl)cc1,-16%,-8%,-9%,-12%,6%,-6%,i,-7%

Assay outcomes deposited in PubChem BioAssay by National Center for Advancing Translational Sciences (NCATS).

This is a subset, so the mix of outcomes need not match the whole.
